# Arrestin-AP2 inh = inhibitors of human beta-arrestin and AP2 interaction; FITC-arrestin peptide / GST-AP2 beads, flow cytometry; AP2 beta2 appendage carries R879A mutation; 0.31% of 340,000 active; inhibition, % at 10 µM;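 active = inhibition above a set limit, near 3 SD of compounds lacking own fluorescence, cut at about 54% in these data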;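 note: plate controls were DMSO wells for no effect and 5 µM unlabelled arrestin peptide for full effect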
#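 System: GST-AP2 R879A glutathione beads | Also added: FITC-arrestin peptide, 50 nM | Times: 12 min plus 1 h, RT | Signal: Bead flow cytometry, FITC channel | Buffer or medium: PBS with 0.05% Tween 20 and 0.1% BSA | Read-out basis: Percent drop in bead-associated FITC signal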
# SR-BI HDL uptake = mouse SR-BI HDL lipid transfer inhibition; Q61009; ldlA[mSR-BI] CHO cells, DiI-HDL uptake fluorescence, 3 h; inhibition, % at 12.5 µM; 0.96% of 320,000 active;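 active = mean replicate inhibition of at least 70% and a set share of replicates each scoring 70 or more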;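 note: 0% = median of neutral control wells and 100% = median of positive control wells; values of inactives mirror those of a sister screen read the other way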
# PKA-R2B activ = activates the human PKA-R2B holoenzyme complex | P22694+P31323 | PKA-R2B holoenzyme dissociation, Cy5-IP20 fluorescence polarization; R2B truncated from residue 108, S112A mutant; 0% DMSO only, 100% 113 µM cGMP | activation, % at 11.4 µM | 0.079% of 340,000 active | AID 504700;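 active = activation above a cutoff set at the mean over all compounds plus 3 SD, cut at about 18% in these data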;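 note: higher means more holoenzyme dissociation and a rise in polarization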
# PvdQ inh = P. aeruginosa PvdQ acylase inhibition; purified PvdQ acylase, fluorescence plate reader; inhibition, % at 10 µM; 0.063% of 340,000 active; in the data active = inhibition above about 30%, passing the limit was not always enough;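 note: 0% = vehicle neutral wells and 100% = reference inhibitor wells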
# SR-BI uptake up = activators of SR-BI mediated HDL lipid uptake. activation, % at 12.5 µM. 0.096% of 320,000 active. CHO ldlA[mSR-BI] cells, DiI-HDL uptake fluorescence, 3 h; 100 = double the neutral-control signal. AID 504775;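 active = mean replicate activation of at least 60% and every replicate at or above 60%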;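 note: 0% = median plate neutral-control signal and 100% = twice that signal; values of inactives mirror those of a sister screen read the other way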
#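 System: LDL receptor-deficient CHO ldlA cells overexpressing murine SR-BI | Timing: 3 h uptake period with compound, 37 °C | Medium: HEPES-buffered (25 mM, pH 7.4) F12 plus 0.5% BSA | Dosing: Single-point compound dose | Signal: Bottom-read fluorescence, 550/595 nm | Read-out: Retained DiI signal reflecting DiI-HDL uptake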
# NSD2 HMT inh = inhibitors of human histone methyltransferase NSD2. NSD2 peptide methylation, AlphaScreen, 120 min. inhibition, % at 12.5 µM. 0.54% of 310,000 active. AID 743445; in the data active = inhibition above about 50%
# C-LANA FP = inhibitors of KSHV LANA C-terminal domain DNA binding. 0.078% of 340,000 active. inhibition, % at 9 µM. MBP-C-LANA/FAM-LBS DNA binding, fluorescence polarization;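 active = highest replicate inhibition at or above 60% at 9 µM, even if other replicates fall short; inactive = all replicates below 60% inhibition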;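 note: 0% = neutral control wells and 100% = 4 µM acridine orange control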
# DAGLB inhibitor = diacylglycerol lipase beta (human) inhibition | Q8NCG7 | HEK293T DAGLB membrane lysate, EnzChek fluorogenic substrate | inhibition, % at 5.17 µM | 0.059% of 340,000 active; in the data active = inhibition above about 34%;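 note: 0% = enzyme with vehicle and 100% = wells lacking enzyme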
# Cardiac RTF inh = cardiac RTF calcium desensitization | P19429+P45379 | IANBD-labeled cardiac RTF, Ca2+ fluorescence | inhibition, % at 7.15 µM | 0.12% of 340,000 active | AID 493244;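 active = inhibition above the mean inhibition of all tested compounds plus 3 SD, cut at about 17% in these data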;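 note: assay run at fixed EC70 calcium of 1.6 mM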
# Keap1-Nrf2 PPI = disrupts human Keap1 binding to Nrf2 peptide. inhibition, % at 9.4 µM. Keap1 Kelch-Nrf2 peptide fluorescence polarization, 1536-well. 0.15% of 340,000 active. Q14145; in the data active = inhibition above about 12%;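 note: human Keap1 Kelch domain with fluorescein labeled Nrf2 9mer peptide probe; 0% = neutral control wells and 100% = peptide positive control; higher means more block of Keap1 binding to Nrf2 peptide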
# Target sequence (Q14145 whole entry, looked up, the tested form may be a part): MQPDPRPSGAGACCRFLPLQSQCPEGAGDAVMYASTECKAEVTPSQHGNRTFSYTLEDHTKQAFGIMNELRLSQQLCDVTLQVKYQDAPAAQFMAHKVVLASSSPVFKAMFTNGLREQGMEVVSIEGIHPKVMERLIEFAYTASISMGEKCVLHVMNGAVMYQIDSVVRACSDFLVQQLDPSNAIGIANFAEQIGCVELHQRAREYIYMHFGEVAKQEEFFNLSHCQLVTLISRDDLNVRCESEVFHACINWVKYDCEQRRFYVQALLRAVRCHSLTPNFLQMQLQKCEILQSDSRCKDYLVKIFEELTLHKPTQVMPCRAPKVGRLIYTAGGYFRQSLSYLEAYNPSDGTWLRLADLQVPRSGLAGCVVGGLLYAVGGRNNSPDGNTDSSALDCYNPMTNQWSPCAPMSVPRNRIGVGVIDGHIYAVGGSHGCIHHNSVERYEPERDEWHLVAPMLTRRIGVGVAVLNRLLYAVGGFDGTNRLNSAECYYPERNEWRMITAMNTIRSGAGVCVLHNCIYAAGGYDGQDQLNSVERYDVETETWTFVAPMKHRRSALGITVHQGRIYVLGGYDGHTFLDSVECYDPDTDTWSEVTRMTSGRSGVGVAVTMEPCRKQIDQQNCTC
# * = called active by the depositor; nt = no result given.
1: CC12CCC(=O)N1C(C(=O)OCC(=O)Nc1ccc(Cl)c(Cl)c1)CS2 (centres undefined)
2: N#Cc1ccc(OCC(=O)N/N=C(\CCC(=O)O)c2cccs2)cc1
3: CN(C)C(=O)CCC(=O)N1CCCC(C(=O)c2ccc3c4c(cccc24)CC3)C1 (centres undefined)
4: NC(=O)NC(=O)CSc1cccc(C(F)(F)F)c1
5: Cc1ccc(C)c(N2C(=O)CC(Cc3ccc(Br)cc3)C2=O)c1 (centres undefined)
6: COCCN(C(=O)CSc1nnc(-c2ccccc2F)o1)c1c(N)n(CC(C)C)c(=O)[nH]c1=O

entry no.	1	2	3	4	5	6
Arrestin-AP2 inh	-10	2	-4	-3	-19	0
SR-BI HDL uptake	-6	1	15	-9	19	-12
PKA-R2B activ	7	-12	-6	5	-4	-5
PvdQ inh	-7	0	-9	-13	1	-7
SR-BI uptake up	6	-1	-15	9	-19	12
NSD2 HMT inh	-2	nt	-3	-2	-5	-1
C-LANA FP	-0.6	0.6	-0.5	1.9	-0.9	-0.9
DAGLB inhibitor	-3	0	-2	-1	-5	1
Cardiac RTF inh	-1	6	2	4	0	1
Keap1-Nrf2 PPI	-1	0	-2	-4	7	-3

7: O=C(O)C1CCCCC1C(=O)Nc1ccccc1F (centres undefined)
8: COC(=O)[C@]1(C)N[C@H](CN(C)C(=O)Nc2ccccc2)[C@@H]2C(=O)N(C)C(=O)[C@@H]21
9: O=C(CSc1nnc(CNc2ccc(F)cc2)n1Cc1ccccc1)NCc1ccccc1
10: Cc1ccc(S(=O)(=O)NC(=O)NCc2ccc(Cl)cc2)cc1
11: CC1c2cc3c(cc2CCN1C(=O)c1cccc(F)c1)OCCCO3 (centres undefined)
12: COc1ccc(CN2CCSCC2)cc1O

entry no.	7	8	9	10	11	12
Arrestin-AP2 inh	1	17	3	4	3	0
SR-BI HDL uptake	-25	12	-15	-16	-1	-37
PKA-R2B activ	3	3	-2	-3	-5	3
PvdQ inh	-9	-13	-7	11	-3	-8
SR-BI uptake up	25	-12	15	16	1	37
NSD2 HMT inh	-2	nt	-4	1	0	-2
C-LANA FP	-0.1	-0.7	-0.2	-1.3	-1.4	0.3
DAGLB inhibitor	1	-1	3	2	-2	0
Cardiac RTF inh	1	-6	-1	-3	-1	-5
Keap1-Nrf2 PPI	-3	-2	1	-2	-1	0

13: O=C(Cn1nc(Cc2cccnc2)c2ccccc2c1=O)Nc1cc(F)ccc1F
14: COc1ccc(S(=O)(=O)N(Cc2cccs2)C2CCCC2)cc1
15: COP(=O)(c1ccc(N(C)C)cc1)C(O)c1ccccc1 (centres undefined)
16: COc1ccc(N2CCN(S(=O)(=O)c3cnc[nH]3)CC2)cc1
17: Cc1cnc(C(=O)Nc2ccccc2F)cn1
18: O=C(NCCSc1ccc(Br)cc1)c1ccc2nc[nH]c2c1

entry no.	13	14	15	16	17	18
Arrestin-AP2 inh	-18	-2	12	-18	1	1
SR-BI HDL uptake	-14	50	-12	nt	-2	6
PKA-R2B activ	-7	-5	16	-12	0	5
PvdQ inh	-11	1	-10	-10	-4	-5
SR-BI uptake up	14	-50	12	nt	2	-6
NSD2 HMT inh	3	nt	2	0	-2	4
C-LANA FP	0.3	-1.8	-2.3	1.1	1.9	-1.1
DAGLB inhibitor	-1	-11	0	2	-4	0
Cardiac RTF inh	-7	0	-7	-2	-6	4
Keap1-Nrf2 PPI	1	-6	-1	5	4	-5

19: CC(C)(C)c1ccc(OCC(=O)N(c2ccccn2)C2CCCCC2)cc1
20: O=C(NN1CCCCC1)c1cnn2c(C(F)F)cc(-c3ccccc3)nc12
21: CCN(CC)S(=O)(=O)c1ccc(NC(=S)NC(=O)CC(C)C)cc1
22: COc1ccc(-n2c(SC)nnc2-c2c[nH]c3ccccc23)cc1
23: CCNC(=O)CSc1nc2cc(S(=O)(=O)Nc3ccc(OC)cc3)ccc2o1
24: CCOc1ccc(-c2ccc(SCC(=O)Nc3nnc(CC)s3)nn2)cc1

entry no.	19	20	21	22	23	24
Arrestin-AP2 inh	41	2	-3	2	8	9
SR-BI HDL uptake	6	1	37	6	-17	-16
PKA-R2B activ	3	-3	-13	2	2	7
PvdQ inh	-4	-12	-5	9	8	-2
SR-BI uptake up	-6	-1	-37	-6	17	16
NSD2 HMT inh	-4	3	15	nt	-1	0
C-LANA FP	-0.4	-0.8	1.1	0.9	0.3	-0.4
DAGLB inhibitor	-4	-2	-2	0	-2	0
Cardiac RTF inh	-2	-2	-6	-8	-4	12
Keap1-Nrf2 PPI	0	-3	-3	0	-2	-3

25: CNCCCOc1ccc(C)cc1OC
26: COc1cc(C(=S)N2CCOCC2)cc(OC)c1OC(=O)c1ccc(C)cc1
27: COc1cc2c(cc1OC)C1=CC(=O)C(=O)N1C(C)(C)C2
28: O=C(NCCc1c[nH]c2ccccc12)C(=O)NCC1OCCCN1S(=O)(=O)c1ccc(F)cc1 (centres undefined)
29: CCC(O)(CC)C(=O)NN(C(=O)Nc1csc2c1CCCC2)c1ccccc1
30: CC(c1cccs1)N(Cc1ccco1)C(=S)Nc1ccccc1Cl (centres undefined)

entry no.	25	26	27	28	29	30
Arrestin-AP2 inh	35	12	-6	5	4	7
SR-BI HDL uptake	-17	-14	-9	16	27	20
PKA-R2B activ	5	-12	4	-1	1	-1
PvdQ inh	5	13	-1	-4	-7	-14
SR-BI uptake up	17	14	9	-16	-27	-20
NSD2 HMT inh	34	11	8	3	-3	-2
C-LANA FP	1.4	-1.0	1.7	0.5	0.1	-2.2
DAGLB inhibitor	-1	-1	4	0	1	-6
Cardiac RTF inh	-9	-4	5	-14	-4	1
Keap1-Nrf2 PPI	1	-2	-10	-8	1	-8

# 6 entries from above, arranged by length of the SMILES, falling.
6: COCCN(C(=O)CSc1nnc(-c2ccccc2F)o1)c1c(N)n(CC(C)C)c(=O)[nH]c1=O
3: CN(C)C(=O)CCC(=O)N1CCCC(C(=O)c2ccc3c4c(cccc24)CC3)C1 (centres undefined)
26: COc1cc(C(=S)N2CCOCC2)cc(OC)c1OC(=O)c1ccc(C)cc1
20: O=C(NN1CCCCC1)c1cnn2c(C(F)F)cc(-c3ccccc3)nc12
18: O=C(NCCSc1ccc(Br)cc1)c1ccc2nc[nH]c2c1
4: NC(=O)NC(=O)CSc1cccc(C(F)(F)F)c1

entry no.	6	3	26	20	18	4
Arrestin-AP2 inh	0	-4	12	2	1	-3
SR-BI HDL uptake	-12	15	-14	1	6	-9
PKA-R2B activ	-5	-6	-12	-3	5	5
PvdQ inh	-7	-9	13	-12	-5	-13
SR-BI uptake up	12	-15	14	-1	-6	9
NSD2 HMT inh	-1	-3	11	3	4	-2
C-LANA FP	-0.9	-0.5	-1.0	-0.8	-1.1	1.9
DAGLB inhibitor	1	-2	-1	-2	0	-1
Cardiac RTF inh	1	2	-4	-2	4	4
Keap1-Nrf2 PPI	-3	-2	-2	-3	-5	-4

# Random excerpt: four records from the list.
15: COP(=O)(c1ccc(N(C)C)cc1)C(O)c1ccccc1 (centres undefined)
3: CN(C)C(=O)CCC(=O)N1CCCC(C(=O)c2ccc3c4c(cccc24)CC3)C1 (centres undefined)
16: COc1ccc(N2CCN(S(=O)(=O)c3cnc[nH]3)CC2)cc1
7: O=C(O)C1CCCCC1C(=O)Nc1ccccc1F (centres undefined)

entry no.	15	3	16	7
Arrestin-AP2 inh	12	-4	-18	1
SR-BI HDL uptake	-12	15	nt	-25
PKA-R2B activ	16	-6	-12	3
PvdQ inh	-10	-9	-10	-9
SR-BI uptake up	12	-15	nt	25
NSD2 HMT inh	2	-3	0	-2
C-LANA FP	-2.3	-0.5	1.1	-0.1
DAGLB inhibitor	0	-2	2	1
Cardiac RTF inh	-7	2	-2	1
Keap1-Nrf2 PPI	-1	-2	5	-3

# More compounds
31: O=C(Cn1cnc2c(nnn2-c2cccc(F)c2)c1=O)Nc1ccc2c(c1)OCCO2
32: NC(N)=S
33: Nc1c(S(=O)(=O)c2ccccc2)c2nc3ccccc3nc2n1/N=C/c1cccc(O)c1
34: CC(=O)Nc1ccc(NC(=O)C2CCCN2C(=O)Nc2ccc(F)cc2)cc1 (centres undefined)
35: Cc1ccc(NC(=S)NCc2ccco2)c(C)c1
36: Fc1cccc(CN2CCCCCCC2)c1

entry no.	31	32	33	34	35	36
Arrestin-AP2 inh	-11	5	4	2	2	0
SR-BI HDL uptake	-34	0	-58	0	15	14
PKA-R2B activ	0	-1	10	-6	1	8
PvdQ inh	3	-3	-9	-6	-5	-11
SR-BI uptake up	34	0	58	0	-15	-14
NSD2 HMT inh	11	nt	-1	-2	-3	-2
C-LANA FP	2.0	-0.5	-1.1	0.8	-1.9	-0.8
DAGLB inhibitor	7	1	0	-1	1	-1
Cardiac RTF inh	0	4	14	-15	-10	-9
Keap1-Nrf2 PPI	3	-2	-6	-1	-2	3

37: CN(Cc1ccccc1)C(=O)c1nc[nH]c1C(=O)N1CCN(C(=O)OC(C)(C)C)CC1
38: COc1ccc(/C=C/C(=O)Nc2ccc(OC)cc2[N+](=O)[O-])cc1
39: COc1nc(N/N=C/c2ccc(-c3ccccc3[N+](=O)[O-])o2)nc(N2CCOCC2)n1
40: CC(C)N1C(=O)S/C(=C/c2cccnc2)C1=O

entry no.	37	38	39	40
Arrestin-AP2 inh	-3	34	18	-2
SR-BI HDL uptake	-9	50	36	-9
PKA-R2B activ	1	-7	7	-2
PvdQ inh	-6	4	-9	-9
SR-BI uptake up	9	-50	-36	9
NSD2 HMT inh	nt	-1	21	1
C-LANA FP	-2.1	1.4	1.8	0.4
DAGLB inhibitor	1	1	-10	-2
Cardiac RTF inh	5	1	-11	-4
Keap1-Nrf2 PPI	3	-3	0	0

# Screening results from PubChem BioAssay.
